# Assay outcomes as filed in PubChem.
# TrxR1 inh: qHTS Assay for Inhibitors of Mammalian Selenoprotein Thioredoxin Reductase 1 (TrxR1): qHTS; Thioredoxin reductase 1, cytoplasmic (Rattus norvegicus), O89049; 390,000 tested, 1% active; AID 588453, 2011; Potency, µM (doses to about 114 µM), for inactives: at the top dose activity change, negative = inhibition, hits mostly inhibitors; recombinant rTrxR1, NADPH fluorescence consumption, selenite substrate; note: % is set by controls: 0 for no effect and ±100 for the full control effect; nearly all actives have a fitted effect of over 65% in size
#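 Rat TrxR1 (90 nM in the dispensed reagent) was pre-reduced with 400 uM NADPH for 5 min at room temperature, then incubated with compound for 15 min. After 400 uM selenite was added, NADPH fluorescence (Ex 340/Em 450 nm) was followed for 8 min.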
# IDH1 R132H inh: qHTS for Inhibitors of mutant isocitrate dehydrogenase 1 (IDH1): qHTS; IDH1-R132H enzyme, NADPH consumption, diaphorase/resazurin fluorescence; 390,000 tested, 0.093% active; AID 602179, 2012; Potency, µM (highest dose often 76.6 µM), for the others: at the highest dose activity change, negative = inhibition, hits mostly inhibitors; note: % is set by controls: 0 for no effect and ±100 for the full control effect; nearly all actives have a fitted effect of over 65% in size
#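 IDH1-R132H (0.5 ug/mL dispensed) in pH 7.5 Tris buffer was preincubated 30 min with compound, then given a substrate mix of 0.016 mM NADPH and 2 mM alpha-KG for 80 min at room temperature; remaining NADPH was read by diaphorase/resazurin fluorescence.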
# TrxR1 substrate: qHTS Assay for Substrates of Mammalian Selenoprotein Thioredoxin Reductase 1 (TrxR1): qHTS. Thioredoxin reductase 1, cytoplasmic (Rattus norvegicus), O89049. 390,000 tested, 0.01% active. Potency, µM (titrated, usually from 114 µM), without a hit: top-dose activity change, negative = substrate turnover. purified TrxR1 substrate turnover, NADPH consumption readout; note: % is set by controls: 0 for no effect and ±100 for the full control effect; nearly all actives have a fitted effect of over 50% in size
#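 Rat TrxR1, dispensed at 90 nM, was prereduced with 400 uM NADPH (final) for 5 min at ~22 deg C, then incubated with compound 15 min before 400 uM selenite. A first-read NADPH fluorescence drop versus no-compound background flagged substrates.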
# RGS4 inhibitor: Inhibitors of Regulator of G Protein Signaling (RGS) 4: qHTS. Transcreener GDP fluorescence polarization, RGS4-accelerated GTP hydrolysis. Potency, µM (doses to about 114 µM), for inactives: top-dose activity change, negative = inhibition, actives largely listed as inhibitors. 390,000 tested, 0.039% active; note: % is set by controls: 0 for no effect and ±100 for the full control effect; nearly all actives have a fitted effect of over 75% in size; some results filed as inactive show a strong effect at the top dose
# Target sequence (P49798 whole entry, looked up): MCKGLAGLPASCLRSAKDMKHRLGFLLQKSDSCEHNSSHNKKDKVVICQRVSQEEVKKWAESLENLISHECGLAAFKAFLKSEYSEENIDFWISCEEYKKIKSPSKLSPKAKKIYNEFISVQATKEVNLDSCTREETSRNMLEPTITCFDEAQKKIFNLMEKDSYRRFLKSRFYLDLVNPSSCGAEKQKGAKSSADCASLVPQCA
#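 MLSMR compounds (23 nl, pin-transferred) preincubated 10 min at room temperature with a 500nM (2x) first reagent, then RGS4 at 900nM (2x) plus Transcreener GDP mix added; fluorescence polarization (620/688 nm) read before and after 90 min at 30 °C.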
# RXFP1 agonist: qHTS Assay for Agonists of the Relaxin Receptor RXFP1; Relaxin receptor 1 (Homo sapiens), Q9HBX9; HEK293T-RXFP1 cAMP TR-FRET, 30 min; response scale: percent of porcine relaxin response, buffer zero; 370,000 tested, 0.3% active; Potency, µM (doses to about 57.5 µM), for inactives: top-dose activation, usual class: activators; note: % is set by controls: 0 for no effect and ±100 for the full control effect; nearly all actives have a fitted effect of over 60% in size; many of its hits are not listed in these tables
#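 HEK293T cells stably expressing RXFP1 were pretreated with the PDE4 inhibitor Ro 20174, exposed to compounds for 30 min at 37C, lysed, and cAMP was read by TR-FRET. Data normalized to buffer (basal) and 29 nM porcine relaxin (100%).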
# USP1-UAF1 inh: Inhibitors of USP1/UAF1: Primary Screen; recombinant USP1/UAF1, Ub-Rhodamine cleavage fluorescence; AID 743255, 2014; Potency, µM (top dose mostly 57.1 µM), for the others: top-dose activity change, negative = inhibition, actives largely listed as inhibitors; Ubiquitin carboxyl-terminal hydrolase 1 (Homo sapiens), O94782; 390,000 tested, 0.23% active; note: % is set by controls: 0 for no effect and ±100 for the full control effect; nearly all actives have a fitted effect of over 60% in size; inactives centre near -12
# Target sequence (O94782 whole entry, looked up): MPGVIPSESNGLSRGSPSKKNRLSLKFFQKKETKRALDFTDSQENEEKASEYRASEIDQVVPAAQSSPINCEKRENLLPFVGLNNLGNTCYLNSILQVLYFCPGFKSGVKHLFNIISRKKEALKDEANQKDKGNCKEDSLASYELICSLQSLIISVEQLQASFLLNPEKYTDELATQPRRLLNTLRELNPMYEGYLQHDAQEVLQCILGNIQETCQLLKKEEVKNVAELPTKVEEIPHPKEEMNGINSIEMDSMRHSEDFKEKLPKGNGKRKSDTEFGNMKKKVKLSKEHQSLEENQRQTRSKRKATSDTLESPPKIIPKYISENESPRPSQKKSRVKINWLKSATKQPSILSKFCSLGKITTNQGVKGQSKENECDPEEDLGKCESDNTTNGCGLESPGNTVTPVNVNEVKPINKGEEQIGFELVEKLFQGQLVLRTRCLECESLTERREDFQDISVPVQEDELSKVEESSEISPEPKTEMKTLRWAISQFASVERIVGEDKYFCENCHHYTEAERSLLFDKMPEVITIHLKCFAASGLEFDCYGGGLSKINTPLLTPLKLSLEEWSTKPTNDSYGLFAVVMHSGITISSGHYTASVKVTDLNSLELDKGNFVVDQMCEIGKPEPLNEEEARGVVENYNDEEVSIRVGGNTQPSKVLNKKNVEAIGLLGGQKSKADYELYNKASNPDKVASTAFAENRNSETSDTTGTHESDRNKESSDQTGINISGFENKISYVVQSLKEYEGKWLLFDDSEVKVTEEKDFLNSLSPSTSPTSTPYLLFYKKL
#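 Step one: compound is pinned into 1nM USP1/UAF1 in HEPES pH 7.8 buffer with TCEP. Step two: 15 min room-temperature incubation. Step three: Ub-Rho (150nM final) starts cleavage, tracked by fluorescence over six one-minute reads.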
# ALOX12 inh: Primary qHTS assay for inhibitors of human arachidonate 12S-lipoxygenase (ALOX12): Round 2; Polyunsaturated fatty acid lipoxygenase ALOX12 (Homo sapiens), P18054; purified 12hLO, xylenol orange hydroperoxide absorbance; Potency, µM (highest dose often 108 µM), for inactives: top-dose activity change, negative = inhibition, actives largely listed as inhibitors; 580,000 tested, 1.1% active; note: % is set by controls: 0 for no effect and ±100 for the full control effect
#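 Hydroperoxide product was detected by ferrous iron/xylenol orange as the 573 to 405 nm absorbance ratio. Arachidonic acid at 40 uM (final) was turned over for 30 min at room temperature by 150 nM human 12hLO, pH 7.0 Hepes buffer, after 15 min compound preincubation.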
# Vif-APOBEC3F blk: qHTS for Inhibitors of Vif-A3F Interactions: qHTS; HeLa A3F-eYFP + Vif (tagged APOBEC3F with the HIV-1 protein that degrades it), YFP fluorescence increase; Potency, µM (top dose mostly 46.1 µM), without a hit: at the highest dose activity, negative = active; 390,000 tested, 0.2% active; AID 602313, 2012; note: % of control where 0% means no effect; nearly all actives have a fitted effect of over 65% in size
#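 Fluorescence increase (Ex 488/Em 500-530) after overnight compound treatment at 37 deg C flags inhibition of Vif-driven A3F-eYFP loss in stable HeLa A3F-eYFP/Vif cells seeded overnight beforehand.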
# Vif-APOBEC3G blk: qHTS for Inhibitors of Vif-A3G Interactions: qHTS | DNA dC->dU-editing enzyme APOBEC-3G (Homo sapiens), Q9HC16 | HeLa A3G-eYFP + Vif (tagged APOBEC3G with the HIV-1 protein that degrades it), YFP fluorescence, overnight | Potency, µM (top dose mostly 46.1 µM), for inactives: at the top dose activity, negative = active, usual class: inhibitors | 410,000 tested, 0.076% active;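 note: % is set by controls: 0 for no effect and ±100 for the full control effect; nearly all actives have a fitted effect of over 60% in size; hits raise eYFP signal because A3G escapes Vif-driven loss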
#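 HeLa cells stably expressing Vif and C-terminally eYFP-tagged A3G, seeded overnight at 37 deg C, then exposed to compound by pintool overnight at 37 deg C. Rise in yellow fluorescence (Ex 488/Em 500-530, Acumen) marks blocked Vif-driven A3G degradation.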
# The depositor's hits bear a star; u = inconclusive; x = not tested or not shown; [ ] = remark or other dose. Calls come from the whole dose curve; as a rule, active = well fitted curve in the direction sought with a large enough effect; inconclusive = small, poorly fitted or top-dose-only effect, or another doubt; inactive = no such curve, though single readings can be large; an effect the other way counts as inactive or inconclusive. Potency is the fitted concentration of half-maximal effect. Only part of the results is shown (hit frequency here may not be typical).
smiles	TrxR1 inh	IDH1 R132H inh	TrxR1 substrate	RGS4 inhibitor	RXFP1 agonist	USP1-UAF1 inh	ALOX12 inh	Vif-APOBEC3F blk	Vif-APOBEC3G blk
CN(Cc1cccs1)C(=O)COc1ccc(-c2nnco2)cc1	10%	-5%	3%	19%	2.0%	-18%	-4%	-1%	0%
COc1cc(S(=O)(=O)n2ccc(C)n2)c(C)cc1C	x	1%	x	x	x	-10%	14%	1%	0%
CN(C(=O)COc1ccccc1)c1ccc([N+](=O)[O-])cc1	x	3%	x	x	x	-23%	3%	-4%	-1%
COc1cccc(-c2nc(S(=O)(=O)c3ccccc3)c(N3CCOCC3)o2)c1	-7%	-2%	-2%	-16%	0.7%	-2%	u	2%	0%
Cc1cccc(C(C)C)c1NC(=O)COC(=O)Cc1ccsc1	-15%	3%	-6%	-16%	0.1%	-14%	u	-3%	0%
COc1ccccc1C1=CC(=O)CC(C)(C)C1=O	4%	13%	1%	-4%	2.0%	-26%	9%	-3%	2%
CCS(=O)(=O)c1ccc(O)c(NC(=O)Nc2ccc(C(C)(C)C)cc2)c1	6%[57.1 µM]	1%	-7%	12%	0.0%	-20%	176%[activator]	3%	0%
CC(C)(C)c1ccc(COC(=O)CNC(=O)CNC(=O)Cc2ccccc2)cc1	3%	8%	6%	9%	1.0%	-3%	5%	-10%	0%
CCOC(=O)C1=CN(CC)S(=O)(=O)NC1c1ccc2ccccc2c1 (configuration not stated)	7%	11%	-1%	-5%	x	-2%	0%	8%	-2%
O=C(c1ccc(-c2ccc(Cl)cc2)o1)N1CCN(c2ccc([N+](=O)[O-])cc2Cl)CC1	-14%	9%	6%	-7%	0.9%	-19%	-6%	-3%	2%

# Two records picked at random from the list so far, as already listed:
smiles	TrxR1 inh	IDH1 R132H inh	TrxR1 substrate	RGS4 inhibitor	RXFP1 agonist	USP1-UAF1 inh	ALOX12 inh	Vif-APOBEC3F blk	Vif-APOBEC3G blk
CN(Cc1cccs1)C(=O)COc1ccc(-c2nnco2)cc1	10%	-5%	3%	19%	2.0%	-18%	-4%	-1%	0%
CCS(=O)(=O)c1ccc(O)c(NC(=O)Nc2ccc(C(C)(C)C)cc2)c1	6%[57.1 µM]	1%	-7%	12%	0.0%	-20%	176%[activator]	3%	0%

# (more compounds)
smiles	TrxR1 inh	IDH1 R132H inh	TrxR1 substrate	RGS4 inhibitor	RXFP1 agonist	USP1-UAF1 inh	ALOX12 inh	Vif-APOBEC3F blk	Vif-APOBEC3G blk
CCOc1ccc(NC(=O)C2CCN(c3nc4ccccc4[nH]3)CC2)cc1	1%[57.1 µM]	0%	1%[57.1 µM]	4%	1.9%	-12%	u	-18%	5%
C/C(Cc1ccccc1)=N\NC(=O)C1CCCCC1	14%	6%	4%	8%	1.5%	-13%	0%	7%	2%
O=C(Nc1ncc(Cc2ccccc2Cl)s1)c1ccc(-c2cccc([N+](=O)[O-])c2)o1	7%	-3%	-7%	5%	0.3%	-9%	-30%	-6%	0%
CC(=O)c1ccc(N=C2NC(=O)C(CO)(CO)S2)cc1	23%	3%	-1%	19%	-1.7%	-8%	3%	-4%	4%
Cc1ccc2oc3c(c(=O)c2c1)C(c1ccc(O)cc1)N(c1nc(C)c(C)s1)C3=O (configuration not stated)	-14%	20%	-5%	-2%	-1.2%	-2%	-24%	2%	-1%
Cc1ccc(-c2nnc(N(C)C(=O)c3ccccn3)s2)cn1	u	9%	-15%	-42%[11.4 µM]	-0.5%	-12%	0%	0%	-1%
O=C(NC(Nc1cc(C(F)(F)F)ccc1Cl)C(=O)c1ccccc1)c1ccccc1 (configuration not stated)	23%[57.1 µM]	1%	-16%	7%[11.4 µM]	2.5%	-12%	1%	-4%	-3%
O=C(CCSc1nc2ccccc2o1)Nc1ccccc1	3%	-4%	-4%	-29%	-0.9%	-22%	0%	-27%	1%
CNC(=O)c1csc(-c2ccccc2)n1	11%	-1%	5%	10%	0.6%	-20%	0%	-6%	2%
CCN(Cc1ccccc1)C(=O)C(=O)c1cn(CC(=O)N2CCCC2)c2ccccc12	-6%	-20%	-5%	-3%	-2.4%	-10%	0%	0%	0%
CCCC[C@@]1(C2CCCC2)Cc2cc(OCC(=O)O)c(Cl)c(Cl)c2C1=O	19%[57.1 µM]	-11%	u	-4%[56.9 µM]	-1.3%	-28%	-28%	-6%	-7%
O=C(Nn1c(SCc2cccc([N+](=O)[O-])c2)nc2ccccc2c1=O)c1ccccc1	10%	-1%	2%	0%	-0.3%	-23%	-18%	3%	-3%
CC1=C(C(=O)OC(C)C)C(c2ccncc2)n2ncnc2N1 (configuration not stated)	-19%	1%	-4%	16%	0.5%	-25%	0%	-17%	1%
CCn1cc(C(=O)C(F)(F)F)c2ccccc21	-12%	0%	-14%	0%	-0.5%	-3%	0%	-1%	2%
CC(C)NC(=O)NC(=O)CSc1ccc(S(=O)(=O)N2CCCC2)cn1	7%	4%	6%	-39%	-1.1%	-10%	-20%	-7%	-7%
CN(Cc1ccc(Cl)cc1)C(=O)c1cc(S(=O)(=O)N2CCOCC2)ccc1N1CCCC1	7%	3%	-7%	-13%	2.0%	u	-13%	-9%	0%
N#CCCN(Cc1ccccc1)C(=S)NC(=O)c1ccccc1	-9%	2%	-2%[57.1 µM]	-42%	0.8%	-5%	-21%	-2%	2%
O=C(NCCS(=O)(=O)N1CCc2ccccc2C1)c1ccccc1	5%	3%	1%	-3%	-0.1%	-7%	0%	7%	1%
COc1ccc(-c2nc(C)c(CCNC(=O)c3ccccc3Br)s2)cc1OC	14%[57.1 µM]	-3%	24%[57.1 µM]	3%	7.6%	-16%	-4%	2%	-6%
Cc1ccc(NC(=O)C2C3C=CC4(O3)C2C(=O)N(CCCN2CCCC(C)C2)C4C(=O)NC2CCCCC2)cc1 (configuration not stated)	-18%	-5%	-17%	16%	1.1%	-14%	1%	2%	2%
Cn1c(/C(C#N)=N/O)nc2ccccc21	-9%	1%	-7%	12%	-5.1%	-6%	-19%	2%	-3%
Cc1ccc(NC(=O)CN2C(=O)S/C(=C\c3ccc(-c4cccc(C(=O)O)c4C)o3)C2=O)cc1C	-36%	-22%	-2%[57.1 µM]	u	3.6%	u	u	u	5%
CC1CC(C)CN(c2ncc3c(n2)CC(c2ccccc2Cl)CC3=O)C1 (configuration not stated)	-8%	-1%	-12%	-11%	-0.1%	-15%	0%	2%	-1%
COC(=O)C1CCN(CC(=O)Nc2cc(C)c3c(=O)oc4ccccc4c3n2)CC1	0%	-13%	-3%	10%	-0.7%	-13%	-15%	-5%	1%
O=C(Nc1ccc2nc(SCCOc3ccccc3)sc2c1)c1ccc2c(c1)OCO2	37%[activator]	-4%	3%	14%	-0.6%	-17%	0%	-7%	5%
COc1cccc(C(=O)c2cn(CC(=O)NCCc3ccccc3)c3nc(C)ccc3c2=O)c1	5%[57.1 µM]	-4%	4%[57.1 µM]	1%	0.5%	8%	-17%	1%	-1%
O=C(NC1CCCCC1)C1CCC(CNS(=O)(=O)c2cccc3nsnc23)CC1 (configuration not stated)	4%	14%	2%	9%	1.6%	-28%	7%[57.4 µM]	5%	2%
CC(C)(C)NC(=O)CN(Cc1ccc2c(c1)OCO2)C(=O)CCC(=O)Nc1nccs1	18%[11.4 µM]	9%	8%	u	6.8%	-15%	-1%	-3%	-2%
CC(C)(C)c1ccc(C(=O)C2CCCN(C(=O)CN3CCCC3=O)C2)cc1 (configuration not stated)	35%	4%	9%	-15%	-2.0%	-19%	0%	0%	0%
CCCCCn1c(=O)[nH]c2cc(C(=O)Nc3cc(OC)cc(OC)c3)ccc2c1=O	20%	-5%	4%	1%	3.1%	-20%	-36%	28µM*	-1%
O=C(Nc1ccon1)Nc1ccc(F)cc1F	21%	16%	1%	31%	1.2%	-7%	0%	2%	4%
Cc1noc(/C=C/c2ccco2)c1S(=O)(=O)N1CCC(C(=O)N2CCc3ccccc3C2)CC1	50µM*	-3%	-8%	-47%	3.7%	u	x	-3%	7%
CCn1cc(C(=O)N2CCN(c3ccccc3OC)CC2)c(=O)c2cc(S(=O)(=O)N3CCC(C)CC3)ccc21	1%	-3%	-7%	1%	-0.9%	-18%	-5%	-6%	-5%
CCCCn1c(NCc2ccccn2)nc2ccccc21	20%	1%	1%	-2%	1.8%	-11%	4%	-4%	-3%
COc1cc(/C=N/n2c(-c3ccccc3)n[nH]c2=S)cc(OC)c1OC	-14%[57.1 µM]	-8%	3%[57.1 µM]	-35%	2.3%	-22%	28µM*	-1%	u
CCc1nnc(NC(=O)CC23CC4CC(CC(C4)C2)C3)s1	6%[57.1 µM]	-6%	-5%[57.1 µM]	38%	0.8%	-5%	35%[activator]	5%	4%
